EBV LMP1 NFkB – inhibitors of Epstein-Barr LMP1-induced NF-kappaB reporter. 350,000 tested, 0.69% active. LMP1-induced NF-kappaB luciferase reporter cells, luminescence. inhibition, % at 12.5 µM. AID 504558; in the data active = inhibition above about 41%;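 note: 0% = neutral control wells and 100% = reference inhibitor control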
TWEAK Fn14 block – inhibitors of TWEAK-Fn14 interaction signaling; TWEAK-stimulated Fn14 reporter cells, luciferase luminescence, 8 h; inhibition, % at 10 µM; 360,000 tested, 2% active; AID 1159606; in the data active = inhibition above about 50%
TLR9-MyD88 inh – TLR9-MyD88 interaction inhibition; 340,000 tested, 0.21% active; CHO BLA complementation TLR9-MyD88, CCF4 FRET ratio; inhibition, % at 4.98 µM; Q9NR96+Q99836; AID 504734;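 active = inhibition above the mean over all tested compounds plus 3 SD, cut at about 21% in these data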;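 note: 0% = DMSO only wells and 100% = clavulanate BLA inhibitor control wells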
NCOA2 inhibitor – inhibits human steroid receptor coactivator 2 | 370,000 tested, 0.17% active | HEK293 GAL4-SRC2 luciferase reporter, luminescence | Q15596 | inhibition, % at 9 µM;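 active = inhibition above the mean inhibition of all tested compounds plus 3 SD, set per campaign, cut at about 52% in these data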;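 note: 0% = DMSO treated cells and 100% = cells given Gossypol at 36 µM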
NCOA3 inh – inhibits human SRC3 coactivator. HEK293 GAL4-SRC3 luciferase reporter, luminescence. inhibition, % at 3.6 µM. 360,000 tested, 0.17% active. AID 588352;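 active = inhibition above a per-campaign cutoff, the mean of all compounds plus 3 SD, cut at about 60% in these data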;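 note: 0% = DMSO-treated cells and 100% = gossypol-treated cells at 36 µM; higher means less SRC3-driven luciferase light from the GAL4 reporter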
SRC1 inh – inhibits human SRC1 coactivator | Q15788 | HEK293 GAL4-SRC1 luciferase reporter, luminescence | inhibition, % at 3.6 µM | 360,000 tested, 0.12% active | AID 588354;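 active = inhibition above the campaign mean plus 3 SD, with each screening campaign given its own cutoff, cut at about 60% in these data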;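 note: 0% = DMSO treated cells and 100% = gossypol at 36 µM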
COUP-TFII inh – NR2F2 (human) inhibition, primary screen | P24468 | HEK293T NGFI-A luciferase reporter, luminescence | inhibition, % at 8.6 µM | 370,000 tested, 0.7% active;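 active = inhibition above a per-plate cutoff, mean inhibition of test wells between control levels plus 3 SD, cut at about 38% in these data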;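 note: cells cotransfected with COUP-TFII expression vector driving the NGFI-A reporter; 0% = median of COUP-TF2 test wells and 100% = reporter-only cells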
NOD2 RIPK2 PPI – inhibitors of human NOD2-RIPK2 interaction | inhibition, % at 4.98 µM | 360,000 tested, 0.38% active | O43353 | CHO BLA complementation NOD2-RIPK2, CCF4 ratio; in the data active = inhibition above about 21%;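 note: 0% = vehicle only and 100% = reference blocker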
Target sequence (O43353 whole entry, looked up): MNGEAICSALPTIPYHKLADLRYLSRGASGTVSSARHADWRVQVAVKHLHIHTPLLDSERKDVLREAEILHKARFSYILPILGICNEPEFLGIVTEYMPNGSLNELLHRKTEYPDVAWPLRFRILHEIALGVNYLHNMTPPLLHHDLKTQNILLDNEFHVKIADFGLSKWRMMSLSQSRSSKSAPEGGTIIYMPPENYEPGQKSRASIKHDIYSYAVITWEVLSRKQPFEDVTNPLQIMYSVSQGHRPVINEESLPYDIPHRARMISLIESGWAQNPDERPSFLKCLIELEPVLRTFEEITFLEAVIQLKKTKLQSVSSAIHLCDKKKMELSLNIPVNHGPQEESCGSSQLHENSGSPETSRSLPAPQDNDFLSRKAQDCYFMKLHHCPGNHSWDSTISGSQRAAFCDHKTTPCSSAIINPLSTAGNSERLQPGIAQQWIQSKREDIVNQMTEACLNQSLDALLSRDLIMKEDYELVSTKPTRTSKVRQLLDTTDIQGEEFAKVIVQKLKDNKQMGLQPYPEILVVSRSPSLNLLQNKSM
TROY NFkB inh – TROY signaling inhibition; Q293 LMP1-TROYcd NF-kB luciferase reporter, 4 h; inhibition, % at 10 µM; 360,000 tested, 0.98% active; AID 1347056;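 active = compounds whose plate-normalised and pattern-corrected inhibition of the luciferase reporter signal at the single screening dose is 50% or more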
C8 TRAIL sens – caspase-8 TRAIL sensitization. NB7+C8 cells + TRAIL, ATPlite viability luminescence. inhibition (viability loss, TRAIL sensitization), % at 10 µM. 360,000 tested, 1% active;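 active = compounds causing at least 50% loss of cell viability in the single-dose screen, relative to plate controls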
NR5A2 inv ag – suppresses constitutive activity of human LRH-1; 360,000 tested, 0.13% active; HEK293T StAR-luciferase reporter, LRH-1 transfected, 24 h; AID 602396; inhibition, % at 3.6 µM; O00482;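 active = inhibition above the mean inhibition of all tested compounds plus 3 SD, cut at about 73% in these data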;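 note: 0% = DMSO wells and 100% = reporter-only cells lacking LRH-1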
Target sequence (O00482 whole entry, looked up): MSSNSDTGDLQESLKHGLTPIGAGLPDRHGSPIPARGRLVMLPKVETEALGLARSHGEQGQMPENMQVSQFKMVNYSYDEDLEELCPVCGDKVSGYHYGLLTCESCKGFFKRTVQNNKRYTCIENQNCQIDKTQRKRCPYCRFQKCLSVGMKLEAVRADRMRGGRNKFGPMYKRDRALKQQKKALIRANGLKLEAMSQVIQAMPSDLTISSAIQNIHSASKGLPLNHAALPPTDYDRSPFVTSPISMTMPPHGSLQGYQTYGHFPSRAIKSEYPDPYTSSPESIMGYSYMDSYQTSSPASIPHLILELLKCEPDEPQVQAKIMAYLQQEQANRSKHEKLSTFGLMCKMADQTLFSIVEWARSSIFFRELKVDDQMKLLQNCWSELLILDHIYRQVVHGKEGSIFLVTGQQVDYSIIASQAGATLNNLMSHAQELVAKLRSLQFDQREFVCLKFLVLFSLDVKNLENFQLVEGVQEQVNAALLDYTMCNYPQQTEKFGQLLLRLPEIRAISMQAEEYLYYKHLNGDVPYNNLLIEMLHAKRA
An asterisk follows results filed as active; . = not tested or not shown.

No. | Compound | EBV LMP1 NFkB | TWEAK Fn14 block | TLR9-MyD88 inh | NCOA2 inhibitor | NCOA3 inh | SRC1 inh | COUP-TFII inh | NOD2 RIPK2 PPI | TROY NFkB inh | C8 TRAIL sens | NR5A2 inv ag
1 | CC(C)[C@H](NC(=O)C1(c2ccccc2)CCN(C(=O)OC(C)(C)C)CC1)C(=O)O | 15 | -2 | -1 | -10 | 8 | -14 | -13 | -6 | -24 | -8 | 8
2 | O=C(CSc1nnc2ccc(-c3ccc(F)cc3)nn12)N1CCOCC1 | 1 | 0 | 2 | -16 | 0 | -88 | 8 | -12 | -2 | -3 | 9
3 | O=C(CCNC(=O)Cn1ccc2ccccc2c1=O)NCC1CCCC1c1ccccc1 (centres undefined) | 2 | 20 | -5 | -12 | 15 | -3 | 6 | -8 | -3 | 0 | 7
4 | CCCCN1C[C@H](c2ccc(Br)cc2)[C@@H](CC(=O)Nc2ccc(Br)cc2)C1=O | 2 | 11 | 6 | 15 | 11 | 6 | -7 | 2 | -12 | 2 | 15
5 | C=CCN1C=C2C(=O)C(C)(OC(=O)CCC(=O)OC)C(=O)C(Br)=C2C=C1c1ccc(OC)cc1 (centres undefined) | 0 | 18 | 3 | . | -13 | -18 | . | -3 | -3 | 12 | 14
6 | Cc1ccccc1NC(=O)CC1SC(=Nc2ccc(O)cc2)NC1=O (centres undefined) | 5 | 10 | 2 | -25 | 16 | -4 | 6 | -34 | 16 | -1 | -23
7 | Cc1oc(-c2ccccc2Cl)nc1CSc1nc2c(c(=O)[nH]1)CCC2 | 10 | 4 | 4 | 7 | 8 | 3 | 6 | -5 | 48 | 10 | 7
8 | CCN1CCN(C(=S)c2ccc(O)cc2)CC1 | 7 | -5 | 0 | 3 | 7 | -8 | -3 | -10 | 3 | 26 | 1
9 | CC(=O)C(Sc1nnnn1-c1ccc(O)cc1)c1ccccc1 (centres undefined) | 2 | -4 | -5 | 13 | 9 | -34 | -7 | 2 | 8 | 4 | -24
10 | CCN(CC)C(=O)CSc1nnc(-c2ccccc2)c(-c2ccccc2)n1 | -2 | -22 | -4 | 13 | 17 | 1 | 9 | 12 | 1 | 4 | 16
11 | N#Cc1c(SCC(N)=O)nc(-c2ccccc2)c2c1CCCC2 | 4 | 2 | 1 | -5 | -3 | 0 | 1 | 7 | 21 | 0 | 26
12 | COc1cc(OC)c(N2CC(C(=O)NCCC3=CCCCC3)CC2=O)cc1Cl (centres undefined) | -5 | 6 | -7 | -6 | -3 | 5 | 0 | -2 | -12 | 11 | -13
13 | Cc1c(CCOC(=O)C23CC4CC(CC(C)(C4)C2)C3)sc[n+]1Cc1ccccc1 | -18 | -9 | 8 | 9 | 17 | 6 | 2 | 4 | 15 | 3 | 19
14 | Cc1cccc(-n2c(Cc3cc(=O)[nH]c(=O)[nH]3)nnc2SCC(=O)NCc2ccco2)c1 | -1 | -9 | -7 | 4 | 12 | 7 | 15 | -4 | 5 | -12 | 7
15 | COc1ccccc1C(=O)Nc1ccc2c(c1)nc(CCNC(=O)c1ccccc1)n2C | 5 | -20 | . | -45 | -23 | -15 | -5 | -6 | -23 | 21 | -2
16 | CCN(CC)CCN(Cc1cc2cc3c(cc2[nH]c1=O)OCCO3)C(=S)NCC(C)C | -2 | 5 | -6 | 7 | -32 | 22 | -2 | 1 | 4 | 10 | 10
17 | CC(C)CNC(=S)N1CCN(C)CC1 | -4 | -19 | -14 | 7 | -4 | 0 | 23 | 4 | 10 | 2 | 4
18 | CCOC(=O)Cc1csc(NC(=O)CCc2ccccc2)n1 | -1 | 4 | 5 | 2 | -13 | -11 | 24 | 5 | 17 | 8 | -6
19 | COc1ccc(OC)c(NC(=O)C(CC(=O)O)NCc2ccco2)c1 (centres undefined) | -1 | -8 | 3 | -11 | 12 | 1 | -6 | -16 | 16 | -19 | 18
20 | CCCNC(=O)C1CCC(CNS(=O)(=O)c2cccc3nsnc23)CC1 (centres undefined) | -5 | -1 | 0 | 11 | 2 | 8 | -13 | 2 | -7 | 3 | 5
21 | Cc1c(-n2c(SCC(=O)N(C)C3CCS(=O)(=O)C3)nc3ccccc3c2=O)c(=O)n(-c2ccccc2)n1C (centres undefined) | -8 | 17 | 9 | 4 | 7 | -6 | 11 | -9 | -8 | -2 | -8
22 | Cc1ccc(C)c(NC(=S)N(CCN(C)C)C(C)c2ccccn2)c1 (centres undefined) | 2 | -4 | -6 | 3 | -5 | 7 | 17 | 2 | -6 | 0 | -12
23 | Fc1ccccc1OCCSc1nnnn1-c1ccccc1 | 3 | 37 | -3 | -46 | -87 | -124 | -20 | -5 | -16 | -10 | -114
24 | CN(C)c1ccc(CC(=O)N2CCCCC2c2cc(C(=O)Nc3cccc(C#N)c3)no2)cc1 (centres undefined) | . | -1 | . | 8 | 13 | 13 | 14 | -10 | 10 | 13 | 29
25 | COc1ccc(CNC(=O)C2CCNCC2)cc1 | -15 | -2 | -9 | 8 | 18 | 3 | -11 | 2 | -2 | -6 | 10
26 | C=CCNC(=S)NNC(=O)CSc1nc2ccccc2s1 | -6 | 25 | 4 | 8 | -3 | -12 | 1 | 6 | 17 | 5 | 4
27 | Cc1ccc(C)c(S(=O)(=O)N2CCN(C(=O)/C=C/c3ccco3)CC2)c1 | -2 | 13 | 0 | 8 | 8 | -13 | 21 | -4 | 1 | 10 | 22
28 | O=C(O)c1ccc2c(=O)n3c(nc2c1)/C(=C/c1ccccc1C(F)(F)F)CCCC3 | -10 | -7 | 14 | -6 | 8 | 6 | -1 | 2 | 2 | 1 | 2
29 | CCOc1ccccc1NC(=S)NC(=O)C1CCCCC1 | -15 | -9 | -1 | 5 | -4 | 2 | 0 | 4 | 11 | -26 | 10
30 | CCc1c(OC(C)=O)c2ccccc2n(C)c1=O | -13 | 11 | -2 | -5 | 24 | -20 | -8 | 2 | -38 | 5 | -13

From no. 1 as far as 4, copied from above:
No. | Compound | EBV LMP1 NFkB | TWEAK Fn14 block | TLR9-MyD88 inh | NCOA2 inhibitor | NCOA3 inh | SRC1 inh | COUP-TFII inh | NOD2 RIPK2 PPI | TROY NFkB inh | C8 TRAIL sens | NR5A2 inv ag
1 | CC(C)[C@H](NC(=O)C1(c2ccccc2)CCN(C(=O)OC(C)(C)C)CC1)C(=O)O | 15 | -2 | -1 | -10 | 8 | -14 | -13 | -6 | -24 | -8 | 8
2 | O=C(CSc1nnc2ccc(-c3ccc(F)cc3)nn12)N1CCOCC1 | 1 | 0 | 2 | -16 | 0 | -88 | 8 | -12 | -2 | -3 | 9
3 | O=C(CCNC(=O)Cn1ccc2ccccc2c1=O)NCC1CCCC1c1ccccc1 (centres undefined) | 2 | 20 | -5 | -12 | 15 | -3 | 6 | -8 | -3 | 0 | 7
4 | CCCCN1C[C@H](c2ccc(Br)cc2)[C@@H](CC(=O)Nc2ccc(Br)cc2)C1=O | 2 | 11 | 6 | 15 | 11 | 6 | -7 | 2 | -12 | 2 | 15

More records.
No. | Compound | EBV LMP1 NFkB | TWEAK Fn14 block | TLR9-MyD88 inh | NCOA2 inhibitor | NCOA3 inh | SRC1 inh | COUP-TFII inh | NOD2 RIPK2 PPI | TROY NFkB inh | C8 TRAIL sens | NR5A2 inv ag
31 | CCOC(=O)c1c(OCCO)noc1N | -42 | -10 | -6 | -6 | 20 | 16 | -3 | 4 | 6 | -5 | 8
32 | CC(CCc1ccccc1)NCC#N (centres undefined) | -3 | -4 | -8 | -10 | 14 | -3 | -17 | -11 | 12 | -8 | -1
33 | Cc1nn(-c2ccccc2)c(-c2ccccc2[N+](=O)[O-])c1C(=O)O | 1 | -5 | . | 8 | 17 | 6 | 9 | -11 | 8 | -18 | -5
34 | CC(C)(C)NC(=O)NC(=O)COC(=O)c1cc[n+]([O-])cc1 | -5 | -8 | 2 | 1 | -3 | 7 | 10 | -14 | 12 | 5 | -5
35 | O=C(CSc1nnc(NCc2ccccc2)s1)N1CCOCC1 | 0 | -2 | -12 | -20 | 20 | 11 | 9 | -7 | -26 | -2 | 25
36 | Cc1cc(Oc2cc(N)cc([N+](=O)[O-])c2)ccc1Cl | -11 | 16 | 0 | 10 | 5 | -19 | 2 | -7 | -10 | -7 | -13
37 | COc1ccc(Cl)cc1C(=O)NNC(=S)NC(=O)c1cc(-c2ccc(Cl)cc2)nc2ccccc12 | -8 | -15 | 2 | -4 | 3 | 5 | -20 | 2 | -5 | 11 | 12
38 | COc1ccc(C(=O)NNC(=O)C23CC4CC(CC(C4)C2)C3)cc1OC | -4 | 1 | -10 | -1 | -5 | 2 | 4 | -3 | -8 | 2 | -9
39 | Cc1ccc2oc(C(=O)Nc3cc(C)on3)c(C)c2c1 | -34 | 22 | 3 | -67 | -127 | -128 | -50 | -2 | -47 | 40 | -89
40 | NC(=S)C1COc2ccccc2O1 (centres undefined) | -4 | 9 | 10 | -11 | 8 | 7 | -9 | -5 | 14 | -11 | 12

Pulled by compound from above (2):
No. | Compound | EBV LMP1 NFkB | TWEAK Fn14 block | TLR9-MyD88 inh | NCOA2 inhibitor | NCOA3 inh | SRC1 inh | COUP-TFII inh | NOD2 RIPK2 PPI | TROY NFkB inh | C8 TRAIL sens | NR5A2 inv ag
39 | Cc1ccc2oc(C(=O)Nc3cc(C)on3)c(C)c2c1 | -34 | 22 | 3 | -67 | -127 | -128 | -50 | -2 | -47 | 40 | -89
33 | Cc1nn(-c2ccccc2)c(-c2ccccc2[N+](=O)[O-])c1C(=O)O | 1 | -5 | . | 8 | 17 | 6 | 9 | -11 | 8 | -18 | -5

(listing goes on)
No. | Compound | EBV LMP1 NFkB | TWEAK Fn14 block | TLR9-MyD88 inh | NCOA2 inhibitor | NCOA3 inh | SRC1 inh | COUP-TFII inh | NOD2 RIPK2 PPI | TROY NFkB inh | C8 TRAIL sens | NR5A2 inv ag
41 | CCOC(=O)[C@@H]1[C@H]2COc3ccc(Br)cc3[C@@H]2N2C(=O)N(c3ccc(Br)cc3)C(=O)[C@]12C | -6 | 4 | -8 | -52 | 8 | 2 | 1 | 1 | -8 | -4 | -23
42 | COc1ccccc1NC(=S)N(Cc1ccc(Cl)cc1)CC1CCC(C(=O)O)CC1 (centres undefined) | 0 | 12 | -1 | -5 | 6 | -3 | -16 | 5 | -8 | -2 | 9
43 | CNc1cc(-n2nc(C)cc2-c2ccccc2)ncn1 | -25 | 6 | -3 | -1 | 12 | 1 | -6 | -4 | 14 | 6 | 8
44 | NC(=O)C1CCN(C(=O)COc2ccc3c4c(c(=O)oc3c2)CCCC4)CC1 | -4 | -9 | 0 | -7 | 5 | -7 | -4 | -5 | -7 | 19 | 45
45 | CCCCNC(=O)C(NC(=O)Cc1cc(OC)cc(OC)c1)C(=O)c1ccccc1 (centres undefined) | . | . | . | 7 | . | . | -6 | -4 | . | -5 | -1
46 | CCc1nc2c(OCc3ccc(F)cc3)cccn2c1N(C)C(=O)c1ccncc1 | . | 4 | . | 15 | 11 | 5 | 6 | -8 | -8 | 2 | -32
47 | CS(=O)(=O)N1CCC(CO)(Cc2ccccc2C(F)(F)F)CC1 | -15 | -1 | -9 | 1 | 19 | 3 | -25 | -4 | 0 | -3 | -9

The list is partial; the hit share may differ from the screen's.
